Rv3671c protease – inhibitors of M. tuberculosis serine protease Rv3671c | P9WHR9 | inhibition, % at 5.96 µM | 320,000 tested, 0.048% active | AID 2606; in the data active means inhibition above about 38%;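 further: extracellular domain of Rv3671c used as enzyme; 0% = enzyme with DMSO and 100% = no enzyme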
Target sequence (P9WHR9 whole entry, looked up, the tested form may be a part): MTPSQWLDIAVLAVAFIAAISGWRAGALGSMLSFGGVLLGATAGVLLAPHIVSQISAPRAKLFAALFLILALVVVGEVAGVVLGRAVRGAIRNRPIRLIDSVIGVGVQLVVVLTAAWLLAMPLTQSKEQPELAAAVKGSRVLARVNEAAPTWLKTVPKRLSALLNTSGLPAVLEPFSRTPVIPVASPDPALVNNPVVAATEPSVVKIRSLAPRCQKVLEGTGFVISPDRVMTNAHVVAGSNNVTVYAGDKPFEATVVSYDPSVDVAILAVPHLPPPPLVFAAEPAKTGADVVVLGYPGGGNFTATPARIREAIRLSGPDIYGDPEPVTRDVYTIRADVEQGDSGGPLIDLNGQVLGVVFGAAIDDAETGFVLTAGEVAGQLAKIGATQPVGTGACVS
Anthrax LF prot – blocks Bacillus anthracis lethal factor protease. multiplex microsphere protease cleavage assay, LF. inhibition, % at 10 µM. 360,000 tested, 0.12% active; further: plate controls were buffer without enzyme for full effect and enzyme alone for no effect
DUSP3 inh – inhibitors of human VHR1 phosphatase (DUSP3); 290,000 tested, 0.52% active; P51452; inhibition, % at 13.3 µM; recombinant VHR phosphatase, pNPP absorbance; AID 1654; in the data active means inhibition above about 50%; further: some compounds called inactive have numbers as strong as hits
Target sequence (P51452 whole entry, looked up): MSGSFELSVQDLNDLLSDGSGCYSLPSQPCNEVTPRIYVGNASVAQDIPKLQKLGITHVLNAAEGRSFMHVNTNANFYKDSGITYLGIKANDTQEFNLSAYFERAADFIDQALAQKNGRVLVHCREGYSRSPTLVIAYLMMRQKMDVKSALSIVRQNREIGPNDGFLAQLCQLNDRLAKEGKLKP
BoNT F protease – blocks Botulinum neurotoxin F light chain protease; Multiplex microsphere protease cleavage assay, flow cytometry; inhibition, % at 10 µM; 360,000 tested, 0.22% active; AID 588497; in the data active means inhibition above about 35%, passing the limit was not always enough; inconclusive means no clear call, values can overlap the other calls; further: plate controls were buffer without enzyme for full effect and enzyme alone for no effect
MazEF act – MazEF (E. coli) toxin RNase activation. FAM/BHQ RNA-DNA oligo cleavage fluorescence, 5 h. activation, % at 20 µM. 350,000 tested, 0.32% active. AID 504720; in the data active means activation above about 50%
Target sequence (P0AE70 whole entry, looked up): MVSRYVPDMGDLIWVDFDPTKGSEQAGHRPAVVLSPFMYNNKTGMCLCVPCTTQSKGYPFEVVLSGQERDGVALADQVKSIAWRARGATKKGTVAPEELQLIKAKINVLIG
CCHFV vOTU inh – CCHFV vOTU protease inhibition; Pep-AMC fluorescence; inhibition, % at 11.5 µM; 370,000 tested, 0.55% active; AID 651958; in the data active means inhibition above about 30%; further: 0% = vehicle wells with enzyme and 100% = no enzyme wells
PrPC surface inh – inhibitors of human cell surface prion protein PrPC; P04156; TR-FRET read-out; inhibition, % at 13.8 µM; 370,000 tested, 0.43% active; in the data active means inhibition above about 24%; further: 0% = median of the test wells and 100% = reference compound wells
SSB-PriA inh – K. pneumoniae PriA-SSBct interaction inhibition; AlphaScreen SSBct-PriA binding, biotinylated peptide; inhibition, % at 33 µM; 430,000 tested, 0.6% active; in the data active means inhibition mostly above about 37%, no sharp cut-off; inactive means mostly below about 20%;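 further: plate controls were negative control peptide for no effect and reference peptide for full effect; strong numbers were not always called active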
SARS 3CLpro inh – SARS-CoV 3CLpro protease inhibition. P0C6X7. recombinant SARS-CoV 3CLpro, quenched FRET peptide cleavage. inhibition, % at 6 µM. 290,000 tested, 0.14% active. AID 1706; in the data active means inhibition above about 12%
BoNT-A LC inh2 – inhibitors of Botulinum neurotoxin A light chain protease; inhibition, % at 10 µM; 360,000 tested, 0.17% active; multiplex microsphere protease substrate cleavage, flow cytometry; further: plate controls were buffer without enzyme for full effect and enzyme alone for no effect
* = called active by the depositor; ? = inconclusive; / = no result given. Unless noted, no stated cut-off is given here; in the data, active means inhibition above about 30%; inconclusive means no clear call, values can overlap the other calls; inactive means below that. An excerpt (hit frequency here may not be typical).

SMILES	Rv3671c protease	Anthrax LF prot	DUSP3 inh	BoNT F protease	MazEF act	CCHFV vOTU inh	PrPC surface inh	SSB-PriA inh	SARS 3CLpro inh	BoNT-A LC inh2
Cc1nnc(SCC(=O)NC2CCCCC2)n1C1CCCCC1	5	-2	-11	1	-4	-9	4	-9	-1	-0.4
CC(C(=O)Nc1cc([N+](=O)[O-])ccc1Cl)N1CCN(c2ccc(O)cc2)CC1 (centres undefined)	-40	-2	-8	-8	9	-15	-12	22	-4	0.0
COc1ccc(CC(=O)Nc2ccc(S(=O)(=O)Nc3cc(C)on3)cc2)cc1	-1	2	-13	-12	-5	-4	1	-8	4	0.6
COc1cc(C(=O)O)ccc1OC(C)=O	-12	-3	0	-8	7	-7	-8	-10	0	-0.4
CCN(CC(=O)Nc1ccc(NC(C)=O)cc1)C(=O)C1CC(=O)N(Cc2ccc(C)cc2)C1 (centres undefined)	-2	-6	/	3	-7	0	0	-4	/	1.5
Cc1ccc(NC(=O)CCCCCC2NC(=O)NC2C)cc1 (centres undefined)	2	0	8	71*	-1	/	/	6	1	9.5
O=C(CCNS(=O)(=O)c1ccccc1C(F)(F)F)NCCCSc1ccccc1	6	0	15	-4	-11	1	-1	-2	2	-0.7
COc1ccc(OC)c(NC(=O)CCCNC(=O)c2ccc(Cl)cc2)c1	0	-9	21	4	8	5	0	-4	-1	0.4
Cn1c(=O)cc(Nc2ccc(Cl)cc2)[nH]c1=O	3	7	-2	-9	5	1	-4	-9	2	-1.3
Cc1ccc(CSc2nnc(-c3ccc4c(c3)OCO4)o2)cc1	3	0	6	0	7	0	5	-8	5	0.2
CN(NC(=O)c1ccccc1F)c1nc(C(F)(F)F)nc2ccccc12	2	1	10	-4	14	-11	15	-19	0	1.0
COC(=O)[C@H](Cc1ccccc1)NC(=O)N1CCCCCC1	3	-3	15	31	4	-11	-2	-8	-2	-1.0
CCCCc1cc(=O)oc2c3c(cc(OCC(=O)N4CCC[C@H]4C(=O)O)c12)OC(C)(C)CC3	4	-11	-7	6	2	-215	1	-2	1	-0.1
CCOC(=O)N1CCC(N2CCN(S(=O)(=O)c3ccc4ccccc4c3)CC2)CC1	-9	-7	37	5	-1	13	2	-7	5	-0.3
COc1ccc(N2CCN(S(=O)(=O)CCNC(=O)Cc3ccc([N+](=O)[O-])cc3)CC2)cc1	-4	0	24	2	0	8	0	10	-6	-1.0
COc1ccc(C(=O)O)cc1N1C(=O)Nc2ccccc2N1O	5	-3	20	-4	-1	-5	3	-4	6	-0.4
Cc1cccc(CN2CCC(Oc3ccc(C(=O)N4CCCC4)cc3)CC2)n1	-5	-2	24	-2	6	-1	-5	-3	0	0.1
Cc1ccc(NC(=O)c2nc[nH]c2C(=O)Nc2ccccc2F)cc1	/	-11	/	0	-10	13	1	/	/	0.1
O=C(CN1C2=NCCCN2c2ccccc21)c1ccc(Cl)cc1Cl	-9	-4	10	1	18	-3	-5	3	7	-0.1
Cc1ccc(C(=O)O)cc1NC(=O)c1ccc2c(c1)C(=O)N(c1ccc([N+](=O)[O-])cc1)C2=O	-3	-14	13	-1	-1	7	1	-4	3	-0.7
COc1ccccc1OC(=O)Nc1ccc(Cl)cc1	5	-1	30	0	4	9	-1	-1	1	-1.4
CC(=O)OC1(c2ccccc2)CC(C(C)(C)C)CN(C(C)(C)C)C1 (centres undefined)	3	1	5	-6	2	-16	-7	-6	5	-1.0
CCCCCCCCCCCCCCCC(=O)Nc1ccn(C2OC(CO)C(O)C2O)c(=O)n1 (centres undefined)	/	-3	/	-11	-41	7	1	-8	/	-0.3
CCN(CC(=O)NCc1cccs1)C(=O)/C=C/c1cc(OC)ccc1OC	7	2	/	-11	0	-64	-4	-11	/	-0.8
O=C(O)/C=C/c1ccc(O)c(O)c1	7	-3	9	-6	6	0	-12	-3	-8	-0.5
O=C1NCN(c2ccccc2)C12CCN(C(c1ccccc1OC(F)(F)F)c1nnnn1Cc1ccccc1)CC2 (centres undefined)	/	-9	/	2	/	6	-2	/	/	-0.1
Cc1ccc(NC(=O)CN2CCN(S(=O)(=O)c3ccc4c(c3)OCCO4)CC2)c(C)c1	/	2	/	-3	-1	1	-4	/	/	0.3
CCN1CCN(Cc2c(C)[nH]c3ccc(OC)cc3c2=O)CC1	-2	-3	13	3	6	5	-1	-6	4	-0.1
C/C=C/c1ccc(OCC(=O)NCc2ccccc2OC)c(OC)c1	-4	3	-1	-3	-2	2	9	0	3	-0.6
COc1cc(NCCCNC(C)C)c2nccc(C)c2c1	/	-18	/	-51	2	57*	-48	33	/	3.1

4 entries picked at random from those above, as already listed:
SMILES	Rv3671c protease	Anthrax LF prot	DUSP3 inh	BoNT F protease	MazEF act	CCHFV vOTU inh	PrPC surface inh	SSB-PriA inh	SARS 3CLpro inh	BoNT-A LC inh2
COc1cc(NCCCNC(C)C)c2nccc(C)c2c1	/	-18	/	-51	2	57*	-48	33	/	3.1
CCN1CCN(Cc2c(C)[nH]c3ccc(OC)cc3c2=O)CC1	-2	-3	13	3	6	5	-1	-6	4	-0.1
CCN(CC(=O)NCc1cccs1)C(=O)/C=C/c1cc(OC)ccc1OC	7	2	/	-11	0	-64	-4	-11	/	-0.8
O=C(O)/C=C/c1ccc(O)c(O)c1	7	-3	9	-6	6	0	-12	-3	-8	-0.5

Additional records follow.
SMILES	Rv3671c protease	Anthrax LF prot	DUSP3 inh	BoNT F protease	MazEF act	CCHFV vOTU inh	PrPC surface inh	SSB-PriA inh	SARS 3CLpro inh	BoNT-A LC inh2
Cc1ccc(-c2noc(CSc3nnc(Cc4ccccc4)n3-c3cccc(C)c3)n2)cc1	-7	-5	9	-15	-3	20	1	-17	9	-1.3
CCOC(=O)/C(C(N)=NCc1ccco1)=C(/O)c1ccccc1	-11	-1	-11	-2	-6	4	0	/	1	-0.2
NC(=O)COC(=O)c1cc(S(=O)(=O)N2CCOCC2)ccc1N1CCCCC1	1	1	21	3	-14	14	-2	-6	-10	2.0
C/C(=N\NC(=O)c1nnn(-c2nonc2N)c1CSc1ccc(C)cc1)c1cccs1	/	5	/	-5	-48	-1	1	/	/	-0.4
O=C(NCCC1=CCCCC1)C(=O)NCc1ccncc1	0	-4	9	-4	-5	2	-4	0	0	0.0
COc1cccc(NC(=O)c2nn(-c3ccc(OC)cc3OC)c(=O)c3ccccc23)c1	-6	-1	3	-1	5	-7	3	-8	4	-0.1
O=C(CN(Cc1ccco1)C(=O)CNS(=O)(=O)c1ccc(F)cc1)NCc1ccco1	1	1	-15	10	6	4	-4	-6	-3	-1.8
CCN(c1ccccc1)S(=O)(=O)c1cccc(C(=O)O)c1	7	-5	38	-9	-5	-4	3	0	-1	-0.4
COc1ccccc1N1CCN(CCCCOc2ccc(F)cc2)CC1	-1	-3	-10	-24	-8	-9	-5	2	-2	0.4
COc1ccc(S(=O)(=O)NC2CCCC2)cc1Br	-5	-1	10	3	-2	0	-3	-14	2	-0.1
COc1cc(C(=O)OCc2csc(CC(=O)Nc3ccccc3C)n2)ccc1OCC(C)C	/	-2	/	4	-9	-3	-4	-14	/	1.4
O=C(O)c1ccc2ncc(NC(=O)c3ccc(F)cc3)c(=O)n2c1	4	-6	10	4	6	10	-11	0	1	0.2
Cc1cc(C(=O)NC2CCCN(Cc3ccc(Cl)cc3)C2)c(C)o1 (centres undefined)	-5	0	33	-5	3	0	5	1	3	-2.8
Oc1ccc(C[C@H]2CN([C@@H](Cc3ccccc3)CN3CCCC3CN3C(=S)NC[C@@H]3Cc3ccccc3)C(=S)N2CCc2ccccc2)cc1 (some centres undefined)	/	1	/	-6	/	8	3	/	/	-1.1
COc1ccc(CC(=O)Nc2ccccc2N2CCCCC2)cc1OC	-7	2	41	-4	14	-1	-3	-11	0	-0.7
CN(C)c1cc(N/N=C/c2ccc(Cl)cc2)nc(N(C)C)n1	/	-4	4	-19	8	0	10	/	1	-3.2
O=C(NCC1CCCO1)C1CC(=O)N(c2ccc(F)c(Cl)c2)C1 (centres undefined)	8	6	21	-1	3	-5	0	5	2	-0.3
Cc1[nH]c2c(C)cccc2c1CN1CCC(CO)(Cc2ccccc2)CC1	10	-2	1	-1	7	-6	1	8	-7	-0.7
O=C(CN1C2CCCC1CC(NC(=O)C1CCCCC1)C2)NCc1ccc(F)cc1 (centres undefined)	-1	0	34	5	10	8	3	-20	3	0.5
CC(=O)Nc1cccc(NC(=O)c2ccc(C(=O)Nc3cccc(NC(C)=O)c3)nc2)c1	-4	-5	-4	-19	-4	-16	0	4	-5	-0.1

The final three entries of the part before open the next one.
SMILES	Rv3671c protease	Anthrax LF prot	DUSP3 inh	BoNT F protease	MazEF act	CCHFV vOTU inh	PrPC surface inh	SSB-PriA inh	SARS 3CLpro inh	BoNT-A LC inh2
Cc1[nH]c2c(C)cccc2c1CN1CCC(CO)(Cc2ccccc2)CC1	10	-2	1	-1	7	-6	1	8	-7	-0.7
O=C(CN1C2CCCC1CC(NC(=O)C1CCCCC1)C2)NCc1ccc(F)cc1 (centres undefined)	-1	0	34	5	10	8	3	-20	3	0.5
CC(=O)Nc1cccc(NC(=O)c2ccc(C(=O)Nc3cccc(NC(C)=O)c3)nc2)c1	-4	-5	-4	-19	-4	-16	0	4	-5	-0.1
COc1ccc(S(=O)(=O)N2CCOC2CNC(=O)C(=O)NCc2cccnc2)cc1OC (centres undefined)	12	1	-11	-3	9	9	-2	-6	2	-0.3
CCCCNc1nc(-c2ccccc2)c(C(=O)OCC)cc1C#N	-10	0	33	-9	0	6	3	-109	6	0.2
COc1ccc(N2CC(C(=O)N3CCN(c4ccccc4)CC3)CC2=O)cc1 (centres undefined)	1	5	42	8	3	-4	-1	1	1	1.6
O=C1NC2(CCCCC2)N=C1c1ccc(F)cc1	-6	-1	19	-6	5	9	2	3	-2	-4.2
O=C(Nc1ccc(Cl)c(Cl)c1)Nc1ccc(Br)cc1F	-277	-3	-10	0	14	3	12	-23	-2	0.4
CNC(=O)CSc1nnnn1-c1cc(C)ccc1C	1	5	-4	-16	-1	4	-4	-12	-5	-0.7
Clc1cccc(N2CCNCC2)n1	-13	-8	22	-9	7	-10	-2	-16	3	-1.8
O=C(Nc1ccccn1)c1cccs1	5	-3	46	-18	4	3	2	2	2	-1.0
O=c1[nH]c2ccccc2n1C1CCN(C(c2ccccc2OC(F)(F)F)c2nnnn2Cc2ccccc2)CC1 (centres undefined)	/	-7	/	-7	/	21	12	/	/	-1.1
COc1ccc(S(=O)(=O)n2ccc(-c3cnc(-c4ccccc4)s3)n2)cc1	-46	-6	23	4	-7	-5	-89	-20	2	1.0
CCOC(=O)N1CCN(C(=O)c2cc(COc3ccc(F)cc3F)on2)CC1	-3	4	2	?	4	-4	-2	-13	-8	4.4
COC(=O)N1CCN(c2ccc(OC)cc2)CC1	0	0	18	0	5	9	5	-8	4	-0.4
Cc1nn2c(=O)c(NC(=O)c3ccc(F)cc3)cnc2s1	-7	2	7	-9	4	2	3	-2	2	-0.5
COc1ccc(-c2csc(NC(=S)NC(=O)c3ccc4ccccc4c3)n2)cc1OC	10	-6	-9	-10	-7	-3	6	3	0	-3.1
CCC(CC)c1nc2ccccc2c(=O)[nH]1	0	-8	12	-2	-4	-6	4	-13	0	0.6
CCCCNc1ccc(C(CC(N)=O)NC(=O)c2ccccc2)cc1[N+](=O)[O-] (centres undefined)	-7	-7	3	-12	4	5	-17	-5	/	-0.9
COC(=O)C1=C(c2cccc(Cl)c2)C[C@@H]2CC[C@H]1N2C(=O)N1CCCC1	6	-2	/	-3	4	-5	-2	-7	/	-0.4
OC1(c2ccc(F)cc2)CCN(Cc2ccccc2)C1 (centres undefined)	4	-6	35	-4	2	-7	-2	-6	-3	-1.5
COc1ccc(C(=O)c2sc(NC(C)C)nc2N)cc1OC	-12	0	-14	0	-1	0	-9	-12	3	0.5
O=C(C1CCCN(S(=O)(=O)c2cc(Cl)ccc2Cl)C1)N1CCCCCC1 (centres undefined)	1	-3	14	-1	-5	11	6	-8	2	-1.6
CC(C)OCCCNc1ncc2c(n1)CC(c1ccc(N(C)C)cc1)CC2=O (centres undefined)	-6	-4	21	-11	-14	-6	0	-6	-6	0.1
Cc1ccc(C23OCCN2CCn2nc4ccccc4c23)cc1 (centres undefined)	2	-1	/	-5	5	6	-1	-1	/	0.3
CCCCC(=O)Nc1nnc(-c2ccc(OC)cc2)s1	2	-3	0	-4	0	-1	1	-19	0	1.1
